# Screening data: PubChem BioAssay, NCI
# Growth percent in the NCI-60 one-dose screen (48 h, 10 µM unless noted): 100 = growth as untreated, 0 = no growth, -100 = all killed.
# HL-60(TB): HL-60(TB) leukemia cells; hit rate 9% among 78,000; AID 1794776; active = growth percent below 10
# * marks the source's active call; other numbers are inactive results; & = joins results of further samples; [ ] = another dose, or the depositor's remark. This is a subset. The share of hits here may be higher or lower than overall.
nr	Compound	HL-60(TB)
1	CC(=O)Nc1cc2c(O)c(N=Nc3ccc(C(=O)Nc4ccc(N=Nc5ccc(S(=O)(=O)O)cc5)cc4)cc3)c(S(=O)(=O)O)cc2cc1S(=O)(=O)O	80
2	CCOc1ccc2nc(NC(=O)c3ccc(C(C)C)cc3)sc2c1	80
3	CC(C)c1cccc(C(C)C)c1NC(=O)Nc1cccc(C(F)(F)F)c1	86
4	Oc1ccc(C2CCCCC2)c(O)c1	106
5	COc1cc(-c2cc(C(=O)Nc3nc4ccc(F)cc4s3)nc3cc(-c4ccccc4)nn23)cc(OC)c1OC	81
6	CCOC(=O)c1cnccc1NC1CCCCC1	100
7	Cc1ccc(C(C)C)c(OC(=O)Nc2cc(Cl)ccc2Cl)c1	107
8	O=C(O)c1c(F)c(F)c(F)c(F)c1Cl	115
9	O=C1C=Cc2ccccc2/C1=C/c1nc(-c2ccccc2)oc1O	101
10	Fc1ccc(-c2cn3ccnc3c(-c3ccc4c(c3)ncn4C3CCCCC3)n2)cc1	95
11	O=C(O)C(Br)C(Cl)c1ccccc1 (stereo unspecified)	100
12	Cc1sc2nc(N3CCC(Cc4ccccc4)CC3)[nH]c(=O)c2c1C	99
13	CN(C)C(=O)NO	91
14	O=C1N(Cc2ccccc2Cl)c2ccccc2C12NN=C(c1cccc(Cl)c1)S2 (stereo unspecified)	29
15	C[CH2][Sn]([Cl])([Cl])[CH2]C.Oc1ccccc1C=NCCN=Cc1ccccc1O	113
16	O=C(NC1CCOCC1)c1ccc(-c2nc(CSc3nc4ccccc4s3)no2)cc1	124
17	CCOP(=O)(OCC)/C(C#N)=C/c1ccc(Br)cc1	92
18	O=C(Nc1ccc(OS(=O)(=O)c2ccccc2)cc1)C1CCCCCC1	66
19	COc1cc(C(C)=O)ccc1O	107
20	CCC(C)N(c1ccc(Cl)cc1)c1nc(-c2ccc([N+](=O)[O-])cc2)cs1 (stereo unspecified)	99
21	CC1(C)N=C(N)N=C(N)N1c1ccc(N(CCO)CCO)cc1	94
22	CCOc1ccccc1N1CCC(=O)NC1=S	99
23	CN(C)CCOc1ccc2c(c1)CCC2=O	103
24	COC(=O)CCC(=O)c1ccc(OC)cc1	79
25	c1cc(CNC23CC4CC(CC(C4)C2)C3)cc(C[N+](Cc2cccc(CNC34CC5CC(CC(C5)C3)C4)c2)(Cc2cccc(CNC34CC5CC(CC(C5)C3)C4)c2)Cc2cccc(CNC34CC5CC(CC(C5)C3)C4)c2)c1 (stereo unspecified)	-29*[42 µM]
26	CN1C(=O)C(=Cc2coc3ccccc3c2=O)C(=O)N(C)C1=O	93
27	OCC[C@H]1C[C@@H]1/C=C/c1ccc(F)cc1	96
28	Nc1c(Cl)cc([N+](=O)[O-])cc1Br	101
29	CCCCCCCCCCCCCCCCCCO	45
30	O=S(=O)(O)c1cccc2c(O)cccc12	90
31	O=C1N[C@H](C(=O)NCc2ccc(Cl)cc2Cl)C/C1=N/O	107
32	COc1cc([C@@H]2c3cc4c(cc3[C@H](OC(C)=O)[C@H]3COC(=O)[C@@H]23)OCO4)cc(OC)c1OC	-1.7*
33	COc1ccccc1N1CCN(c2ncnc3cc[nH]c23)CC1	89
34	CC(=O)OCCO	105
35	CC1=NN(c2ccc(S(=O)(=O)O)cc2)C(=O)C1N=Nc1ccc(C)c(S(=O)(=O)Nc2ccccc2)c1 (stereo unspecified)	106
36	Nc1ccccc1C(=O)NC1=NC=S1[N+](=O)[O-] (stereo unspecified)	95
37	CC[C@@]12C[C@]1(C(=O)OC)C(=O)N1CCc3c([nH]c4ccccc34)[C@H]12	97
38	CCN(CC)CCOC(COc1cc(C)cc(C)c1)COc1cc(C)cc(C)c1	20
39	COc1cc(C2C(C(=O)c3ccccc3)=C(C)Nc3nc4ccccc4n32)cc(OC)c1OC (stereo unspecified)	68
40	CN(C)CCN1CCN(C)CC1	104
41	Clc1ccc(-c2nc3ccc(/C(=N\N=C\c4ccccc4)c4ccccc4)cc3[nH]2)cc1	73
42	C=C(C)[C@@H]1CC[C@]2(CO)CC[C@]3(C)[C@H](CC[C@@H]4[C@@]5(C)CC[C@H](NOCCCN)C(C)(C)[C@@H]5CC[C@]43C)[C@@H]12	110
43	COc1cc(/C=C\c2c(-c3ccc(F)cc3)nc3sc(C)cn23)cc(OC)c1OC	72
44	NC(CCC(=O)O)CC(=O)O (stereo unspecified)	112
45	O=S(=O)(O)c1ccc(O)c2cc(Nc3ccccc3)ccc12	65
46	N#Cc1ncc(-c2cc(F)ccc2F)c(NC2CCCCCC2)n1	87
47	CSc1nc2nc3c(c(-c4ccc(Cl)cc4)c2c(=O)[nH]1)CCC/C3=C\c1ccc(Cl)cc1	103
48	Cc1cc(N(CCCl)CCCl)ccc1C=Nc1ccc2ccccc2c1	46
49	CC(CC1=N[C@@H]2c3ccccc3C[C@@H]2O1)(C1=N[C@@H]2c3ccccc3C[C@@H]2O1)C1=N[C@H]2c3ccccc3C[C@H]2O1 (stereo partly specified)	87
50	Cc1nn2c(-c3nc4cc(Cl)c(Cl)cc4[nH]3)c(-c3ccc(F)cc3)nc2s1	106
51	O=C(CSc1nc(-c2ccccc2)cc(=O)[nH]1)c1ccc2ccccc2c1	92
52	Cc1ccc(N2C(=O)c3cccc4c(N)c(S(=O)(=O)O)cc(c34)C2=O)cc1	89
53	COC(=O)[C@]12CC[C@@H](C)[C@H](C)[C@@H]1C1=CC[C@@H]3[C@@]4(C)C(C=O)=C[C@@](C)(COS(C)(=O)=O)C4[C@H](O)C[C@@]3(C)[C@]1(C)CC2 (stereo partly specified)	-34*
54	CN1C(=O)C(=C(/C=C/c2ccccc2)N=NC(/C=C/c2ccccc2)=C2C(=O)N(C)C(=O)N(C)C2=O)C(=O)N(C)C1=O	49
55	O=C(O)c1ccc(-n2cc(/C=N/Nc3ccc(F)cc3)c(-c3ccc(F)cc3F)n2)cc1	55
56	Clc1ccc(Nc2n[nH]c(-c3ccccc3)n2)cc1	86
57	Cc1nc2ccc(CN(C)c3ccc(C(=O)N[C@@H](CCC(=O)O)C(=O)O)s3)cc2c(=O)[nH]1	28
58	O=C(Nc1ccc(OS(=O)(=O)c2ccc(F)cc2)cc1)C1CCCCCC1	56
59	CN(C)CCOc1ccccc1CN	102
60	CC(=O)OCC1O[C@@H](OC(C)=O)C(NC(=O)c2cn(C3CC3)c3cc(N4CCN(C(C)=O)CC4)c(F)cc3c2=O)[C@@H](OC(C)=O)[C@@H]1OC(C)=O (stereo partly specified)	103

# Next section:
nr	Compound	HL-60(TB)
61	CCOC(=O)c1ccc2c(c1)[n+](=O)c(C(C)=O)c(C(F)(F)F)n2[O-]	-66*
62	O=C(Nc1cc(-c2ccccc2)nn1-c1ccccc1)c1ccccc1F	87
63	CCCCNC(=O)OCC	102
64	C=C(C)[C@@H]1CC[C@]2(C(=O)N3CCN(C)CC3)CC[C@]3(C)[C@H](CC[C@@H]4[C@@]5(C)CC/C(=N/O)C(C)(C)[C@@H]5CC[C@]43C)[C@@H]12	73
65	CN(C)c1ccc(-c2ccc(-c3ccc(C#N)cn3)o2)cc1	97
66	COc1ccc(/C=c2\c(=O)n(-c3ccccc3)c3nn4c(n23)=NNC=C4c2ccccc2)cc1	102
67	O=C1CC2CC1CCC2=O (stereo unspecified)	100
68	CC1CC(C)C2C(C1)C(=O)C(C)C1C(C)CC(C)C(C(C)O[C@H]3OC(CO)[C@H](O)C(O[C@@H]4OC(CO)[C@@H](O)C(O)[C@@H]4O)[C@H]3O)OC(=O)C12 (stereo partly specified)	96
69	Nc1nn[nH]n1	94&108
70	NC(=O)c1ccccc1NC(=O)Cn1cc(COc2ccc(C=O)cc2)nn1	98
71	Nc1c(F)cc(-c2nc3cc(F)ccc3[se]2)cc1Br	96
72	CCOC(=O)C12CC=CC(CCC1)/C2=N\Nc1ccccc1 (stereo unspecified)	105
73	CC(=O)Oc1ccc2cc(-c3cccnc3)c(=O)oc2c1	94&102
74	Cc1ccc(S(=O)(=O)N2CCc3c([nH]c4ccccc34)C2c2ccc(-c3nc4ccccc4[nH]3)cc2)cc1 (stereo unspecified)	105
75	CCOC(=O)/C(C#N)=C/c1ccc(Br)cc1	99
76	O=S(=O)(O)c1ccc(-c2ccc([As](=O)(O)O)cc2)cc1	102
77	C/C(=N/NC(N)=S)c1ccc([N+](=O)[O-])cc1	108
78	Cc1nc2ccc(Cl)cc2c(-c2ccccc2)c1C(=O)c1ccccc1	49
79	Cc1[nH]nc(C(N)=O)c1[N+](=O)[O-]	129
80	O=C1NC(=S)S/C1=C\c1ccc(N(CCCl)CCCl)cc1	125

# By substructure: the compounds so far containing a thiophene ring, fused or not
nr	Compound	HL-60(TB)
12	Cc1sc2nc(N3CCC(Cc4ccccc4)CC3)[nH]c(=O)c2c1C	99
57	Cc1nc2ccc(CN(C)c3ccc(C(=O)N[C@@H](CCC(=O)O)C(=O)O)s3)cc2c(=O)[nH]1	28

# (continued)
nr	Compound	HL-60(TB)
81	O=C(CN(c1ccc(F)cc1)S(=O)(=O)c1ccc(Cl)cc1)Nc1ccc(S(=O)(=O)Nc2ccccn2)cc1	38
82	O=C(COc1ccc(/C=C2\C(=O)Nc3cc(Cl)ccc32)cc1)Nc1ccccc1	106
83	CC(=O)c1c(C)nc2ccccc2c1/C=C/c1ccc(F)cc1	96
84	CC(C)(C)[C@H](OCc1cn([C@H]2C[C@@H](O)[C@@H](CO)O2)c(=O)[nH]c1=O)c1ccc(C#Cc2ccccc2)cc1[N+](=O)[O-]	70
85	S=c1nc2[se]c3c(c2c(Nc2ccccc2)[nH]1)CCCCC3	112
86	COc1ccc2[nH]cc(/C=N/Nc3ccnc4cc(Cl)ccc34)c2c1	-56*
87	COc1ccc(OC)c(Cn2cc3c(c2)-c2oncc2CC3)c1	14
88	COc1ccc(-c2nc3ccccn3c2-c2nc3ccc(C)cc3[nH]2)cc1	62
89	CCOC(=O)C1[C@@H]2C(=O)N(c3ccc(Cl)cc3)C(=O)[C@@H]2[C@H](c2cn(-c3ccccc3)nc2-c2ccccc2)N1Cc1ccccc1 (stereo partly specified)	111
90	Cc1csc(NC(=O)c2ccc(C(=O)Nc3nc(C)cs3)cc2)n1	96
91	OCCCN1CCN(c2ccccc2Cl)CC1	87
92	Cn1c(N)nc(N)nc1=N	86
93	CN(C=O)CCc1ccccc1	107
94	C=CCc1c2c(c(OC)c3ccoc13)C(=O)/C(=C/c1ccc(OC)cc1)O2	143
95	C/C(=N\NC(=O)CSc1nc2ccccc2c(=O)n1CCc1ccc(S(N)(=O)=O)cc1)c1ccc([N+](=O)[O-])cc1	77
96	Cc1c(Cl)c(=O)oc2cc(O)ccc12	98
97	CCC(=O)Nc1ccc2c(c1)Cc1cc([N+](=O)[O-])ccc1-2	68
98	COc1ccc2c(c1)CCCC21C(=O)Nc2ccc(C(F)(F)F)cc21 (stereo unspecified)	95
99	NC(=O)N/N=C\c1ccc([N+](=O)[O-])o1	120
100	CC(C(=O)NCC1CCC2OCOC2C1)C1CCN(C(=O)C2CC3CCCCC3N2)CC1 (stereo unspecified)	67

# Exported field by field: entries from further up.
38. CCN(CC)CCOC(COc1cc(C)cc(C)c1)COc1cc(C)cc(C)c1
  HL-60(TB): 20

39. COc1cc(C2C(C(=O)c3ccccc3)=C(C)Nc3nc4ccccc4n32)cc(OC)c1OC (stereo unspecified)
  HL-60(TB): 68

40. CN(C)CCN1CCN(C)CC1
  HL-60(TB): 104

# Some values from the results shown.
# `O=C(CN(c1ccc(F)cc1)S(=O)(=O)c1ccc(Cl)cc1)Nc1ccc(S(=O)(=O)Nc2ccccn2)cc1` – HL-60(TB) = 38
# `OCCCN1CCN(c2ccccc2Cl)CC1` – HL-60(TB) = 87
# `NC(=O)N/N=C\c1ccc([N+](=O)[O-])o1` – HL-60(TB) = 120

# More structures follow:
nr	Compound	HL-60(TB)
101	COC(=O)c1cccc([N+](=O)[O-])c1Cn1cc(COc2ccc3c(c2)NC(=O)CC3)nn1	107
102	O=C1NC(c2cccc([N+](=O)[O-])c2)c2sc3c(F)cccc3c2C1N1CCCCC1 (stereo unspecified)	117
103	C=CCc1cc(-c2cc(CC=C)c(O)c(CNCCCl)c2)cc(CNCCCl)c1O	105
104	CCCCCCCc1c(C)[nH]c2cc(OC)ccc2c1=O	93
105	O=C(N/N=C/c1ccc(Cl)cc1)c1cc(-c2cc3ccccc3o2)nn1-c1ccccc1	117
106	Cc1cc(C(C)(C)c2ccc(O)c(C)c2)ccc1O	71
107	C=CC(=O)N[C@H](Cc1ccc(-c2cc(Cl)cc(Cl)c2)cc1)[C@H](O)[C@@H](O)C(=O)O	109
108	C=C(C)[C@@H]1CC[C@]2(C(=O)NC(COC(=O)C(Cl)Cl)(COC(=O)C(Cl)Cl)COC(=O)C(Cl)Cl)CC[C@]3(C)[C@H](CC[C@@H]4[C@@]5(C)CC[C@H](OC(C)=O)C(C)(C)[C@@H]5CC[C@]43C)[C@@H]12	17
109	CC(=O)OC1CC2C(C)(C)CCC[C@]2(C)C2=C1C(O)=C(C(C)C)C(=O)C2=O (stereo partly specified)	3.1*
110	O=C(NCc1ccccc1)C(=O)c1cn(Cc2ccc(Cn3cc(C(=O)C(=O)NCc4ccccc4)c4ccccc43)cc2)c2ccccc12	90
111	COc1ccc(/C=N/NC(=O)c2c(N)nn(C)c2Nc2ccccc2)cc1Oc1ccccc1	100
112	Cc1[nH]c(C(=O)Nc2ccc(C(N)=O)cc2OC2CCCC2)c(Cl)c1Cl	96
113	Cc1cnc(NC(=O)CSc2nnc(-c3cccnc3SCc3ccccc3)o2)s1	50
114	NC(=O)c1cccc(-n2ccc3cc(NC(=O)c4ccc(N5CCOCC5)c(C(F)(F)F)c4)ccc32)n1	51
115	CC/C(=N\NS(=O)(=O)c1ccc(C)cc1)c1ccccc1	87
116	CN1CCN(CCNC(=O)Nc2ncccc2OCc2ccccc2Cl)CC1	87
117	C[C@]12CC[C@H]3[C@@H](CCC4=CC(=O)CC[C@@]43C)[C@@H]1CC[C@@H]2CN=[N+]=[N-]	44
118	COc1ccc(NC(=O)CNn2c(COc3ccccc3)nc3ccccc3c2=O)cc1	106
119	Cc1cc(C)c(NC(=O)c2sc3nc4c(cc3c2N)CN(Cc2ccccc2)CC4)c(C)c1	-10*
120	COc1ccc(-c2nn(Cc3cc(OC)c(OC)c(OC)c3)c3c2-c2oncc2CC3)cc1OC	96
121	F[Si](Cc1ccccc1)(Cc1ccccc1)Cc1ccccc1	101
122	CCOc1ccc(CN(C2CCS(=O)(=O)C2)S(=O)(=O)c2ncsc2-c2ccccc2)cc1 (stereo unspecified)	100
